Assay outcomes (PubChem)
b-catenin transl: modulators of beta-catenin nuclear translocation | HeLa beta-catenin nuclear translocation, immunofluorescence imaging | nuclear translocation activity, % at 5 µM | actives 0.3% (n = 190,000) | AID 1665;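 active = nuclear translocation activity above 50% at 5 µM, with a well cell count of 50 or more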;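 note: per-cell ratio of nuclear to cytoplasmic median beta-catenin stain intensity; plate controls were DMSO negative control for no effect and GSK-3 inhibitor IX positive control for full effect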
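Test system: human HeLa cells, endogenous beta-catenin. Times: 24 h compound exposure, 37°C. Measured by: beta-catenin immunofluorescence imaging with DAPI.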
MT stabilize HCS: microtubule stabilization, imaging screen; % tubulin-high responders, % at 10 µM; actives 0.83% (n = 200,000); HeLa tubulin immunostaining HCS, 24 h; share of cells brighter than vehicle mean+2SD;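 active = plate Z-score above 3 for both tubulin-high and condensed-nucleus cell shares, with cell loss under 80%, at 10 µM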;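 note: anti alpha tubulin signal scored within the nucleus-defined area of each cell; some results filed as inactive read as strong as hits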
Autophagy HCS: autophagy modulation, high-content screen. calls only at 10 µM (by protocol). MEF GFP-LC3 puncta imaging; test concentration mostly 10 µM. actives 0.98% (n = 190,000). AID 463193;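 active = percentage of spot-positive cells more than 3 SD above its plate mean, without a fluorescence outlier flag or 80% toxicity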;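 note: spot-positive cell cutoff set from DMSO-treated cells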
Dynein transport: dynein cargo transport inhibition; z-score, hits read low; AID 1381; 3617.4 mouse cells, GR-EGFP nuclear translocation imaging; test concentration mostly 20 µM; stimulated with dexamethasone, 1 µM; hits give low values; actives 0.47% (n = 220,000);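 active = plate z-score of nuclear minus cytoplasmic receptor signal below a set negative limit, without overly bright fluorescence or cell loss, cut at about -3.5 in these data, passing the limit was not always enough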;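 note: z-score of nuclear minus cytoplasmic ring GR-EGFP intensity difference per well; some compounds called inactive have numbers as strong as hits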
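Also added – dexamethasone, 1.0 µM final · Buffer or medium – tet-free, stripped-serum medium · Schedule – induction 48 h, compound 1 h, agonist 30 min · Detection – formaldehyde fixation, Hoechst nuclear stain, 10x automated fluorescence imaging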
Hep lipid drop: hepatic lipid droplet formation modulation; inhibition, % at 6.5 µM; AID 1656; actives 0.4% (n = 240,000); AML12 mouse hepatocytes, oleate lipid droplets, BODIPY imaging;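 active = lipid droplet intensity inhibited by at least 50%, with more than 500 cells counted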
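Test system: AML12 hepatocytes (mouse); reagent: oleate loading, 100 µM; dosing: one dose, 6.5 µM compound; incubation: overnight exposure; signal: fluorescence imaging, 20x objective, two fields per well; read-out basis: % inhibition of corrected integrated BODIPY droplet signal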
XIAP displacement: XIAP antagonists, biochemical, IAP family, fluorescence polarization (AID 1018); XIAP BIR domain, fluorescence polarization peptide displacement; higher % means a stronger effect; one-dose displacement, % at 20 µM; IC50 in µM for titrated hits; actives 0.007% (n = 200,000); in the data active = displacement above about 50%; note: a part of the inactive calls stands beside numbers as strong as those of hits
ER stress rescue: protection against thapsigargin-triggered cell killing – 384-well, CSM14.1, ATP luminescence, primary screen (AID 1222) | 190,000 tested, under 10 active | one-dose cellular ATP content (survival), % at 20 µM; EC50 in µM for titrated hits | CSM14.1 thapsigargin-induced death rescue, ATP luminescence; higher % means a stronger effect;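 active = EC50 below 50 µM in the dose-response confirmation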;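 note: death triggered by thapsigargin at about 15 µM added after 2 h compound pretreatment; cell ATP read after overnight thapsigargin exposure of roughly 18 to 22 hours; normalized against plate controls of thapsigargin alone and 5% DMSO vehicle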
Insulin prom up: MIN6 insulin promoter up-regulation | MIN6 insulin promoter-GFP reporter, high-content imaging; hits give high values | z-score at 5 µM | actives 0.3% (n = 190,000) | AID 1625;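 active = z-score above 3 at 5 µM with at least 500 cells counted in the well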
WT yeast gro inh: growth inhibition of WT yeast, mitochondrial fusion screen. mitochondrial fusion phenotypic screen, WT strain. inhibition, % at 10 µM. actives 2.1% (n = 190,000); in the data active = inhibition above about 58%; tested in S. cerevisiae
WT yeast gro inh mutant strain: second read-out of WT yeast gro inh, no call of its own (marks repeat the call); inhibition, %; mitochondrial fusion phenotypic screen, mutant strain inhibition
Dynein transport cytoplasmic EGFP: second read-out of Dynein transport, no call of its own (marks repeat the call); z-score; measured here: cytoplasmic GR-EGFP intensity; hits give high values
Dynein transport nuclear GR-EGFP: second read-out of Dynein transport, no call of its own (marks repeat the call); z-score; measured here: nuclear GR-EGFP intensity;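 lower value marks the stronger effect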
Dynein transport cell count: also measured in Dynein transport; calls as there; z-score; measured here: cell count per field
Insulin prom up cell count: second read-out of Insulin prom up, no call of its own (marks repeat the call); cell count; measured here: cytotoxicity, nuclei count;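 total cells summed across four imaged fields per well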
Hep lipid drop cells 6.5 µM: recorded beside Hep lipid drop, whose call it bears; cell count; measured here: cell count, cytotoxicity flag;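 cells counted across two imaged fields per well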
b-catenin transl cell count 5 µM: second read-out of b-catenin transl, no call of its own (marks repeat the call); cell count; measured here: cell count, cytotoxicity flag
MT stabilize HCS Hoechst-high %: further read-out of MT stabilize HCS, marked with its call; % Hoechst-high responders; measured here: nuclear condensation Hoechst responders;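 share of cells brighter than vehicle mean plus two SD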
MT stabilize HCS cytotoxicity %: recorded beside MT stabilize HCS, whose call it bears; toxicity, %; measured here: cytotoxicity by cell density;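 0% = mean cell density of plate MIN control wells and 100% = no cells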
Autophagy HCS cell loss 18 h: further read-out of Autophagy HCS, marked with its call; toxicity, %; measured here: cell loss, nuclei count;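 cell loss after 18 h compound exposure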
Numbers without * were called inactive.

Screening CCOC(=O)c1c(-c2ccccc2)csc1NC(=O)CCN1C(=O)c2ccccc2C1=O returned b-catenin transl 4.0, MT stabilize HCS 2.2, Autophagy HCS inactive, Dynein transport -0.8, Hep lipid drop 13, XIAP displacement -3.0%, ER stress rescue 9.5%, Insulin prom up -0.57, WT yeast gro inh 0, WT yeast gro inh mutant strain -8, Dynein transport cytoplasmic EGFP -0.18, Dynein transport nuclear GR-EGFP -0.54, Dynein transport cell count -0.19, Insulin prom up cell count 1144, Hep lipid drop cells 6.5 µM 724, b-catenin transl cell count 5 µM 971, MT stabilize HCS Hoechst-high % 3.3, MT stabilize HCS cytotoxicity % 9.0 and Autophagy HCS cell loss 18 h -4.
O=C(c1ccco1)N1N=C(c2ccc3nccnc3c2)CC1c1ccccc1 (stereo not drawn) was read as b-catenin transl -1.5, MT stabilize HCS 2.2, Autophagy HCS inactive, Dynein transport 0.07, Hep lipid drop 5, XIAP displacement -5.5%, ER stress rescue 1.5%, Insulin prom up -0.23, WT yeast gro inh 17, WT yeast gro inh mutant strain 12, Dynein transport cytoplasmic EGFP -0.2, Dynein transport nuclear GR-EGFP 0.23, Dynein transport cell count 0.13, Insulin prom up cell count 1469, Hep lipid drop cells 6.5 µM 690, b-catenin transl cell count 5 µM 1030, MT stabilize HCS Hoechst-high % 1.4, MT stabilize HCS cytotoxicity % 6.2 and Autophagy HCS cell loss 18 h 0.
For COc1ccc(Nc2nc(-c3cccs3)nc3ccccc23)cc1 the results were b-catenin transl 1.5, MT stabilize HCS 4.0, Autophagy HCS inactive, Dynein transport -0.0027, Hep lipid drop 14, XIAP displacement -6.7%, ER stress rescue -0.7%, Insulin prom up -1.1, WT yeast gro inh 46, WT yeast gro inh mutant strain 50, Dynein transport cytoplasmic EGFP 0.96, Dynein transport nuclear GR-EGFP -0.15, Dynein transport cell count 0.54, Insulin prom up cell count 1148, Hep lipid drop cells 6.5 µM 671, b-catenin transl cell count 5 µM 895, MT stabilize HCS Hoechst-high % 2.7, MT stabilize HCS cytotoxicity % 3.5 and Autophagy HCS cell loss 18 h -2.
Screening Cc1nn(Cc2ccccc2Cl)c(C)c1NC(=O)C1C2CCC(O2)C1C(=O)O (stereo not drawn) returned b-catenin transl -0.4, MT stabilize HCS 2.9, Autophagy HCS inactive, Dynein transport 0.37, Hep lipid drop -1, XIAP displacement -11%, ER stress rescue 0.0%, Insulin prom up 0.76, WT yeast gro inh -11, WT yeast gro inh mutant strain 5, Dynein transport cytoplasmic EGFP -0.2, Dynein transport nuclear GR-EGFP 0.086, Dynein transport cell count 1.4, Insulin prom up cell count 1081, Hep lipid drop cells 6.5 µM 710, b-catenin transl cell count 5 µM 1175, MT stabilize HCS Hoechst-high % 1.5, MT stabilize HCS cytotoxicity % 4.5 and Autophagy HCS cell loss 18 h 1.
For CC1(C)C(=O)Nc2ccccc2N1C(=O)COc1ncnc2c(Cl)cc(Cl)cc12 the results were b-catenin transl 1.8, MT stabilize HCS 2.7, Autophagy HCS inactive, Dynein transport -0.91, XIAP displacement -3.6%, ER stress rescue -0.2%, Insulin prom up -0.5, WT yeast gro inh 3, WT yeast gro inh mutant strain -25, Dynein transport cytoplasmic EGFP -0.26, Dynein transport nuclear GR-EGFP -0.46, Dynein transport cell count 1.1, Insulin prom up cell count 1486, b-catenin transl cell count 5 µM 1398, MT stabilize HCS Hoechst-high % 1.4, MT stabilize HCS cytotoxicity % 7.2 and Autophagy HCS cell loss 18 h 7.
CCCNC(=O)COc1cccc(C(=O)NCc2ccccc2)c1 was read as MT stabilize HCS 2.0, Autophagy HCS inactive, Dynein transport 0.56, Hep lipid drop 4, XIAP displacement -1.0%, ER stress rescue -1.5%, Insulin prom up 0.47, WT yeast gro inh -5, WT yeast gro inh mutant strain -8, Dynein transport cytoplasmic EGFP 0.51, Dynein transport nuclear GR-EGFP 0.57, Dynein transport cell count -0.34, Insulin prom up cell count 1403, Hep lipid drop cells 6.5 µM 710, MT stabilize HCS Hoechst-high % 3.2, MT stabilize HCS cytotoxicity % 6.4 and Autophagy HCS cell loss 18 h -4.
Screening CC(C)(C)c1ccc2c(c1)OC(C(=O)N/N=C\c1ccccn1)CO2 (stereo not drawn) returned b-catenin transl 0.3, MT stabilize HCS 3.1, Autophagy HCS inactive, Dynein transport -0.062, Hep lipid drop 19, XIAP displacement -9.3%, ER stress rescue -0.9%, Insulin prom up 0.07, WT yeast gro inh 54, WT yeast gro inh mutant strain 11, Dynein transport cytoplasmic EGFP -0.21, Dynein transport nuclear GR-EGFP 0.11, Dynein transport cell count 0.0079, Insulin prom up cell count 1212, Hep lipid drop cells 6.5 µM 653, b-catenin transl cell count 5 µM 572, MT stabilize HCS Hoechst-high % 2.0, MT stabilize HCS cytotoxicity % 7.1 and Autophagy HCS cell loss 18 h 5.
N/C(=N\NC(=O)c1ccccc1)c1cc2ccccc2oc1=O was read as b-catenin transl -2.2, MT stabilize HCS 2.1, Autophagy HCS inactive, Dynein transport -0.5, Hep lipid drop -13, XIAP displacement -3.6%, ER stress rescue 1.0%, Insulin prom up -0.06, WT yeast gro inh -13, WT yeast gro inh mutant strain -10, Dynein transport cytoplasmic EGFP -0.23, Dynein transport nuclear GR-EGFP -0.32, Dynein transport cell count 1.7, Insulin prom up cell count 1246, Hep lipid drop cells 6.5 µM 673, b-catenin transl cell count 5 µM 1093, MT stabilize HCS Hoechst-high % 3.4, MT stabilize HCS cytotoxicity % 11 and Autophagy HCS cell loss 18 h 7.
`Cc1cc(C)n(C(=O)CNC(=O)c2ccc3c(c2)OCCO3)n1` gave b-catenin transl 0.5, MT stabilize HCS 4.1, Autophagy HCS inactive, Dynein transport 2.3, XIAP displacement -0.4%, ER stress rescue 1.5%, Insulin prom up 0.08, WT yeast gro inh 3, WT yeast gro inh mutant strain 8, Dynein transport cytoplasmic EGFP -0.3, Dynein transport nuclear GR-EGFP 1.1, Dynein transport cell count -1.2, Insulin prom up cell count 1425, b-catenin transl cell count 5 µM 1402, MT stabilize HCS Hoechst-high % 2.6, MT stabilize HCS cytotoxicity % 8.3 and Autophagy HCS cell loss 18 h 6.
`Cc1ccc(C(=O)n2ncn(C)c2=S)cc1` gave b-catenin transl -3.2, MT stabilize HCS 2.7, Autophagy HCS inactive, Dynein transport -0.91, Hep lipid drop 2, XIAP displacement -5.0%, ER stress rescue -1.0%, Insulin prom up -0.04, WT yeast gro inh -7, WT yeast gro inh mutant strain 7, Dynein transport cytoplasmic EGFP 0.42, Dynein transport nuclear GR-EGFP -0.07, Dynein transport cell count 0.44, Insulin prom up cell count 1156, Hep lipid drop cells 6.5 µM 714, b-catenin transl cell count 5 µM 1109, MT stabilize HCS Hoechst-high % 2.8, MT stabilize HCS cytotoxicity % 4.2 and Autophagy HCS cell loss 18 h -1.
NC(=O)Nc1ccc2c(c1)OCCO2 was read as MT stabilize HCS 1.5, Autophagy HCS inactive, Dynein transport -0.24, Hep lipid drop -5, XIAP displacement -4.6%, ER stress rescue -1.0%, Insulin prom up -0.65, WT yeast gro inh -12, WT yeast gro inh mutant strain -4, Dynein transport cytoplasmic EGFP -0.34, Dynein transport nuclear GR-EGFP -0.32, Dynein transport cell count 1, Insulin prom up cell count 975, Hep lipid drop cells 6.5 µM 796, MT stabilize HCS Hoechst-high % 0.7, MT stabilize HCS cytotoxicity % 9.2 and Autophagy HCS cell loss 18 h -4.
Screening COc1cccc(C2/C(=C(/O)c3ccc(F)cc3)C(=O)C(=O)N2CCN(C)C)c1 (stereo not drawn) returned b-catenin transl -7.2, MT stabilize HCS 7.2, Autophagy HCS inactive, Dynein transport 1.4, XIAP displacement -2.0%, ER stress rescue 0.2%, Insulin prom up -0.19, WT yeast gro inh -1, WT yeast gro inh mutant strain -3, Dynein transport cytoplasmic EGFP -0.19, Dynein transport nuclear GR-EGFP 1.7, Dynein transport cell count -2.3, Insulin prom up cell count 1256, b-catenin transl cell count 5 µM 931, MT stabilize HCS Hoechst-high % 2.5, MT stabilize HCS cytotoxicity % 12 and Autophagy HCS cell loss 18 h 32.
For COc1ccc(/C=N/NC(=O)CN2CCCc3ccccc32)c(OC)c1 the results were b-catenin transl -1.2, Dynein transport -0.46, Hep lipid drop 2, Insulin prom up -0.49, Dynein transport cytoplasmic EGFP -0.15, Dynein transport nuclear GR-EGFP 0.59, Dynein transport cell count -0.55, Insulin prom up cell count 1123, Hep lipid drop cells 6.5 µM 597 and b-catenin transl cell count 5 µM 1322.
`O=C(NC(=S)NCc1nc2ccccc2[nH]1)c1ccc(F)cc1` gave b-catenin transl -1.2, MT stabilize HCS 3.2, Autophagy HCS inactive, Dynein transport 1.6, Hep lipid drop -4, XIAP displacement -2.5%, ER stress rescue -2.4%, Insulin prom up -1.1, WT yeast gro inh -7, WT yeast gro inh mutant strain -3, Dynein transport cytoplasmic EGFP 0.54, Dynein transport nuclear GR-EGFP 0.93, Dynein transport cell count -1.6, Insulin prom up cell count 1658, Hep lipid drop cells 6.5 µM 702, b-catenin transl cell count 5 µM 1163, MT stabilize HCS Hoechst-high % 1.8, MT stabilize HCS cytotoxicity % 8.5 and Autophagy HCS cell loss 18 h 0.

Rows were taken by chance, and some 4% of all compounds hit somewhere here.
